CatG inh = blocks human cathepsin G enzyme activity. P08311. purified enzyme, AMC-tetrapeptide fluorescence, pooled mixtures. inhibition, % at 5 µM (by protocol). hit rate 0.2% among 62,000. AID 581;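 active = inhibition above 20% in each of the two mixture wells holding the compound; inactive = inhibition of 20% or less in either well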;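 also: 0% = enzyme control without mixture and 100% = blank lacking enzyme; strong numbers were not always called active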
Target sequence (P08311 21-244 limits assumed): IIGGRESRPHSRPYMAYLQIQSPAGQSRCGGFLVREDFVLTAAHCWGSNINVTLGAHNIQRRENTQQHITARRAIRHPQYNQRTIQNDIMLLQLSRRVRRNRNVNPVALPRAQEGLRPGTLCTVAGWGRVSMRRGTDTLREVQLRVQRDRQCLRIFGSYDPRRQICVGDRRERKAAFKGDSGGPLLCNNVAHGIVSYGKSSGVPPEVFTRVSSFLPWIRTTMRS
CatL block = blocks human cathepsin L protease activity. inhibition, %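 (tested at 10 µM)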. AID 460. hit rate 0.17% among 58,000. purified cathepsin L, fluorogenic substrate, fluorescence; in the data active = inhibition above about 45%;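 also: 0% = enzyme with no compound and 100% = no enzyme blank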
Target sequence (P07711 114-288 limits assumed): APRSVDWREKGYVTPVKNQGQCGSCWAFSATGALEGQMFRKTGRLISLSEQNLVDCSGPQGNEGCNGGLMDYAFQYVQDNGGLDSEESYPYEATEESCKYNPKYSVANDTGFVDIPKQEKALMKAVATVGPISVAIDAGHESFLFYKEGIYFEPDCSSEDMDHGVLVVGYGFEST
Target sequence (P07711 292-333 limits assumed): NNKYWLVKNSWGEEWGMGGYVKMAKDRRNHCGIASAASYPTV
CatB mix inh = human cathepsin B inhibition by mixtures | inhibition, %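 (ten-compound pools at 5 µM per compound and 50 µM total)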 | hit rate 0.06% among 62,000 | Purified cathepsin B, AMC dipeptide fluorescence, compound mixtures; in the data active = inhibition above about 22%, passing the limit was not always enough;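 also: 0% = enzyme without compound and 100% = no enzyme blank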
CatB block = human cathepsin B inhibition. inhibition, %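 (tested at 10 µM)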. P07858. AID 453. purified cathepsin B, fluorogenic substrate, fluorescence. hit rate 0.1% among 63,000; in the data active = inhibition above about 21%;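 also: 0% = enzyme with no compound and 100% = no enzyme blank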
C1s inh = blocks human complement C1s protease activity; P09871; purified C1s, fluorogenic AMC substrate, pooled mixtures; mean inhibition % of two 10-compound mixtures (hits give high values), % at 5 µM (by protocol); hit rate 0.16% among 62,000;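 active = inhibition above 20% in each of the two 10-compound mixture wells holding the compound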;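 also: 0% = enzyme wells lacking compound mixture and 100% = no-enzyme blank wells; some compounds called inactive have numbers as strong as hits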
A340 absorber = absorbance at 340 nm | compound absorbance at 340 nm, fold over control | fold change at 10 µM | 65,000 tested, under 10 active | AID 708;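 active = at 10 µM dose, initial 340 nm absorbance at least 2 fold that of control wells; inactive = change under 2 fold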;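 also: initial absorbance extrapolated from kinetic A340 decline of NADH oxidation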
FXIIa inh mix = blocks human factor XIIa in pooled compound mixtures; P00748; purified FXIIa, fluorogenic substrate; inhibition, % at 5 µM; hit rate 0.2% among 62,000;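 also: 0% = enzyme without compound and 100% = no enzyme blank; some results filed as inactive read as strong as hits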
Target sequence (P00748 20-372 limits assumed): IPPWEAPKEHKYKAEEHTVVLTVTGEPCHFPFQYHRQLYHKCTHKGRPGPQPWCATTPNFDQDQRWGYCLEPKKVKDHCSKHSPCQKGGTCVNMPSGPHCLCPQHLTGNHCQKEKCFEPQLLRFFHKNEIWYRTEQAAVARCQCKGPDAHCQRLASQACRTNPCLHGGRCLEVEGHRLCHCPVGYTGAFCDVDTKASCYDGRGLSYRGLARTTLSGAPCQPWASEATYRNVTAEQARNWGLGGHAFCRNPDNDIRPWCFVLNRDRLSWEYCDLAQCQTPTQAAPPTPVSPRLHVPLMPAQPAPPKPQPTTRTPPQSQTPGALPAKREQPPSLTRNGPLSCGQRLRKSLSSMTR
Target sequence (P00748 373-615 limits assumed): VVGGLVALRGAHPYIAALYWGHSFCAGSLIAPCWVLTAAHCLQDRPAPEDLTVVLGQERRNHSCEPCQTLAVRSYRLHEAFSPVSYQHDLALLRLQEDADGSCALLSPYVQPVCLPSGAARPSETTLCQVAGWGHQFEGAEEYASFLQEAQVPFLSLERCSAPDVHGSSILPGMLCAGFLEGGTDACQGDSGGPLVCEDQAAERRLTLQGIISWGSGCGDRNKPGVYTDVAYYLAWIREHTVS
CatS inh = human cathepsin S inhibition; inhibition, %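 (tested at 5 µM per compound within 10-compound mixtures)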; P25774; recombinant cathepsin S, AMC dipeptide fluorescence, pooled mixtures; hit rate 0.06% among 62,000; in the data active = inhibition above about 32%, passing the limit was not always enough;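 also: 0% = enzyme without compound and 100% = blank without enzyme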
FXIa inh mix = factor XIa (human) inhibition, mixture screen; P03951; AID 680; purified FXIa, fluorogenic substrate, pooled mixtures; hit rate 0.19% among 62,000; inhibition, % at 5 µM;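 also: each value is inhibition by a whole ten-compound pool holding the compound; 0% = enzyme with no mixture and 100% = wells lacking enzyme; strong numbers were not always called active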
* hit, by the source's call; nt = not tested or not shown. Rule as the data show it, unless noted: active = inhibition above about 20% (passing the limit was not always enough); inactive = the rest. Only part of the results is shown (hit frequency here may not be typical).

SMILES	CatG inh	CatL block	CatB mix inh	CatB block	C1s inh	A340 absorber	FXIIa inh mix	CatS inh	FXIa inh mix
CCOC(=O)NC1(C(F)(F)F)C(=O)N(Cc2ccccn2)C2=C1C(=O)CC(C)(C)C2 (stereo not given)	-4.0	-8.3	-3.1	-1.9	-31.6	1.04	6.3	7.2	3.5
CN1C(=O)C(O)(CC(=O)c2cccnc2)c2ccccc21 (stereo not given)	-14.9	6.1	-9.0	2.3	-97.5	1.01	-14.1	-7.5	-2.3
CCSC(C)CC1C/C(=N/O)c2c(C)noc2C1 (stereo not given)	-3.0	-3.6	-3.4	-1.1	-22.2	1.04	2.9	10.3	0.9
O=S1(=O)CC(O)C(NCc2cccnc2)C1 (stereo not given)	7.9	-7.6	4.7	1.9	14.7	1.01	9.9	-7.6	6.9
COc1ccc2c(=O)c3c(=O)n(Cc4ccco4)c(-c4cc(OC)c(OC)c(OC)c4)nc3oc2c1	-9.8	-3.0	0.8	3.0	-82.5	1.01	4.6	-5.7	-15.3
COCc1cc(C)nc2sc(C(=O)OC)c(N)c12	9.3	-7.0	0.5	-0.2	0.5	1.07	-5.0	-8.4	8.9
COc1ccc(-c2n[nH]c(C)c2-c2ccc(Cl)cc2)c(O)c1OC	1.5	-1.1	-1.8	-6.5	-6.4	0.99	6.0	-11.5	3.7
CCOC(=O)c1ccc(NC(=O)CN2CCc3ccccc3C2)cc1	3.3	11.8	-2.0	2.9	1.5	1.01	4.8	11.3	11.8
COc1ccc(CCNC(=O)CCCn2c(=O)[nH]c3cc(OC)c(OC)cc3c2=O)cc1OC	2.5	-2.9	-4.9	3.0	-65.6	1.08	7.3	-8.7	6.1
O=C(C1=C(O)C(=O)N(CCN2CCOCC2)C1c1cccs1)c1cc2ccccc2o1 (stereo not given)	4.9	17.3	1.2	3.6	8.2	1.12	10.4	11.7	1.7
O=C(Cn1c(C(=O)N2CCN(C3CCCC3)CC2)cc2sccc21)c1ccccc1	11.9	7.3	-5.1	2.6	3.6	0.95	8.9	5.3	0.1
C=CCn1c(COc2cccc3cccnc23)nnc1SCC(=O)O	10.8	-17.5	-6.5	0.4	7.7	1	-2.9	-1.9	-1.6
Cc1nc2ccccn2c1C(=O)NCc1cccnc1	-6.5	-2.2	1.9	1.7	-3.7	1.02	27.7	-0.8	1.6
CCOCC(=O)Nc1cc(OC)c(Cl)cc1OC	9.2	12.9	-1.8	5.2	12.0	1.06	3.7	7.6	3.6
COc1cccc(-n2cnc3cccc(N)c32)c1	-1.6	0.4	2.1	3.9	-9.4	1.08	-19.4	6.7	4.5
CCN1CCN(S(=O)(=O)c2ccc3[nH]c(=O)oc3c2)CC1	-1.0	-2.9	1.0	-2.8	-26.9	1.03	17.4	-15.2	2.2
CCN(CC)S(=O)(=O)c1ccc2oc(SCc3ccc(F)cc3)nc2c1	5.1	-1.4	-3.0	4.5	4.4	1.01	0.0	-3.0	3.0
COCCN1C(=O)C(O)=C(C(=O)c2ccco2)C1c1cccc(Oc2ccccc2)c1 (stereo not given)	11.2	nt	-0.2	3.2	-16.0	1.11	-17.8	5.5	-9.5
O=C(c1ccc2snnc2c1)N1CCOCC1	1.4	4.1	7.5	-0.8	4.7	1	13.1	2.7	12.0
Cc1ccc(CNc2ncnc3c2cnn3-c2ccccc2)cc1	0.0	-3.6	0.0	-2.0	-1.9	1.01	2.8	14.1	3.2
CN1CCN(C(=O)c2ccc(S(=O)(=O)c3ccc(Br)cc3)cc2)CC1	9.0	7.6	0.7	-2.0	2.7	1.03	5.4	-11.7	-3.1
CCCS(=O)(=O)N1CCCC(C(=O)NCCc2ccc(Cl)cc2)C1 (stereo not given)	9.1	6.4	2.3	3.8	2.6	0.98	15.4	-10.1	2.6
CC(=O)NC(C)C(=O)OCC(=O)c1ccc(Cl)s1 (stereo not given)	2.6	3.7	-7.7	2.1	-8.3	1	-11.8	-2.8	-2.6
O=C(Nc1cccnc1)c1c(O)c2cccc3c2n(c1=O)CC3	-9.1	-12.3	1.1	3.9	-5.9	1.06	4.8	-4.4	7.9
Cc1ccc(S(=O)(=O)N2CCCC2CO)cc1 (stereo not given)	-19.0	10.5	-10.1	3.3	-22.3	0.99	-2.6	-2.4	-6.3
O=C(NCCN1CCCC1)C1CCN(S(=O)(=O)N2CCC3(CC2)OCCO3)CC1	7.6	19.8	-2.7	2.6	2.2	1.04	4.2	-2.6	7.1
CCOC(=O)Nc1nnc(-c2ccccc2OC)s1	-3.1	-3.7	4.7	4.0	-1.3	1.02	1.2	3.0	4.0
CCn1ncc(C2=NOC(C(=O)NCc3ccc(OC)cc3)C2)c1C (stereo not given)	10.5	-3.9	4.7	-1.9	15.5	0.99	-3.4	2.5	1.3
COc1ccc(CC(=O)OCC(=O)NC(=O)NC2CCCCC2)cc1	2.4	-5.1	6.4	0.1	7.0	1	-0.6	-1.5	9.1
CCOC(=O)c1ccc(NS(=O)(=O)c2cc(-c3nnnn3C(C)C)ccc2OC)cc1	12.6	-4.2	1.5	-1.0	16.0	1.03	28.0	-4.1	4.0

A stretch from the list above, as a working copy:
SMILES	CatG inh	CatL block	CatB mix inh	CatB block	C1s inh	A340 absorber	FXIIa inh mix	CatS inh	FXIa inh mix
CCOC(=O)NC1(C(F)(F)F)C(=O)N(Cc2ccccn2)C2=C1C(=O)CC(C)(C)C2 (stereo not given)	-4.0	-8.3	-3.1	-1.9	-31.6	1.04	6.3	7.2	3.5
CN1C(=O)C(O)(CC(=O)c2cccnc2)c2ccccc21 (stereo not given)	-14.9	6.1	-9.0	2.3	-97.5	1.01	-14.1	-7.5	-2.3
CCSC(C)CC1C/C(=N/O)c2c(C)noc2C1 (stereo not given)	-3.0	-3.6	-3.4	-1.1	-22.2	1.04	2.9	10.3	0.9
O=S1(=O)CC(O)C(NCc2cccnc2)C1 (stereo not given)	7.9	-7.6	4.7	1.9	14.7	1.01	9.9	-7.6	6.9

Following part:
SMILES	CatG inh	CatL block	CatB mix inh	CatB block	C1s inh	A340 absorber	FXIIa inh mix	CatS inh	FXIa inh mix
Cn1c(C(=O)N2CCCC2)cc2c(=O)n(C)c3ccccc3c21	5.3	9.3	2.7	0.2	2.2	1.04	2.2	-2.0	-1.7
O=C(CCN1C(=O)C2C3C=CC(C3)C2C1=O)Nc1ccccc1F (stereo not given)	6.9	-4.1	1.6	1.4	-27.7	0.99	5.9	-11.8	6.7
CC(C)c1cc(C(=O)Nc2cccnc2)no1	-11.6	5.0	-2.5	2.3	-22.1	1	-8.4	-8.4	-10.6
Cn1c(=O)n(Cc2ccccc2)c2ccccc21	5.1	6.9	-0.2	3.9	4.5	1.02	8.1	13.4	7.1
Cn1c(=O)c2c(nc(SCc3nn[nH]n3)n2Cc2ccccc2F)n(C)c1=O	2.9	2.1	-3.1	4.0	-6.6	0.99	-3.6	5.0	0.1
COc1ccc(CN(C2CCCC2)S(=O)(=O)c2ccc(-n3cnnn3)cc2)cc1	-1.5	-1.6	0.5	-3.5	2.1	1.01	5.5	4.2	1.3
CCCCN(CC)CCNS(=O)(=O)c1ccc2c(c1)oc(=O)n2C	3.1	-5.5	0.5	2.2	5.5	0.97	3.1	4.3	5.8
COc1ccc(-c2c3c(nc4sc(C(=O)Nc5cc(C)on5)c(N)c24)CCC3)cc1	-8.0	-38.9	-0.5	-0.5	-19.7	1.03	2.5	-6.1	-5.6
Cc1nnc(Sc2nc(Sc3nnc(C)s3)nc(N3CCN(C)CC3)n2)s1	8.0	6.7	6.9	4.2	7.2	1.01	13.1	-1.6	6.8
COc1ccc(C(c2nnnn2Cc2cccs2)N2CCC(C(N)=O)CC2)c(OC)c1 (stereo not given)	-6.3	9.8	4.9	6.9	0.7	0.95	-9.1	7.2	3.9
COc1ccc2[nH]c(C)c(CCN3C(=O)C4C5C=CC(C5)C4C3=O)c2c1 (stereo not given)	27.6	nt	1.5	2.1	12.1	1.02	10.3	-5.3	11.1
CCOc1ccccc1NC(=O)NC1(C(=O)N2CCN3CCCC3C2)CCCCC1 (stereo not given)	-3.2	-1.2	2.5	-1.7	-2.0	0.96	-17.3	-1.4	4.7
O=S(=O)(NC1=NCCCCC1)c1cccs1	9.2	-7.5	3.3	5.1	7.4	1.02	1.5	-3.2	-1.6
CCCCn1c(N)c(Sc2ccc(C)cc2)c(=O)[nH]c1=O	1.2	-1.2	-0.4	-4.1	5.6	0.99	-19.9	0.5	-0.4
c1ccc(-c2cc(N3CCOCC3)nc(-c3ccccc3)n2)cc1	-2.0	nt	4.2	0.0	-10.6	1.03	3.3	16.5	7.0
COCCn1c(-c2ccccc2)nc(=S)c2c1CC(C)(C)OC2	4.1	6.0	-1.5	7.2	8.4	1.24	9.1	-2.4	2.4
COc1ccc(N(CC(=O)NC2CCCC2)C(=O)Cn2nnc(-c3ccc(C)cc3)n2)cc1OC	12.0	3.2	1.3	0.3	17.0	0.98	-13.6	-5.2	8.3
O=C1c2ccccc2C(=O)N1CC#CCN1CCN(C2CCCCC2)CC1	-10.8	39.4	-2.6	-0.1	-35.2	1.01	7.1	-1.2	-13.2
O=C(c1c(Cl)nc2sccn12)N1CCCc2ccccc21	7.3	-8.3	5.4	-2.2	-6.1	1.05	0.5	1.0	1.5
Cc1cc(C)nc(SCNC(=O)c2ccc(F)cc2)n1	3.5	-10.0	-3.5	-2.3	0.6	1	4.9	1.9	4.0
CCCC(=O)Nc1cc(-c2nn(C)c(=O)c3ccccc23)ccc1OC	-4.2	10.7	1.3	-0.4	2.9	1.07	1.2	-1.6	3.0
CCOC(=O)NC(=O)CSc1nc2ccc(OCC)cc2[nH]1	-2.4	9.4	-0.1	1.8	-25.0	1	4.2	6.5	10.6
NC(=O)c1ccsc1NC(=O)c1cccs1	4.3	-3.3	2.8	-0.5	-6.3	1.15	10.2	0.9	4.1
CCOC(=O)C1C(=O)OC2(CCCC2)C1C(=O)OCC (stereo not given)	8.1	38.8	0.2	-2.9	0.6	1.07	-4.4	8.1	-0.4
O=C(O)C1CCCCC1C(=O)N1CC=C(c2ccccc2)CC1 (stereo not given)	-0.4	3.7	-0.8	1.3	1.4	0.98	2.8	-1.1	1.4
CC(=O)n1cc(Nc2ccccc2C(=O)O)c2ccccc21	3.7	-49.0	3.4	-4.1	-23.0	1.1	-13.9	8.5	-1.4
O=C(CCNC(=O)Cn1cnc2ccccc2c1=O)NCC1COc2ccccc2O1 (stereo not given)	8.8	-1.2	2.9	2.5	14.1	0.97	4.4	1.1	6.4
Cc1cc2c(s1)c1cnn(Cc3ccccc3F)c(=O)c1n2C	-3.9	-4.9	2.8	-0.6	-5.9	1.01	0.1	-4.1	-10.9
COc1ccc(Cn2c(=O)[nH]c3cc(C(=O)NCc4ccc5c(c4)OCO5)ccc3c2=O)cc1	9.7	8.7	-1.7	2.4	11.9	1.11	5.8	2.9	1.8
O=C(NC1CCCC1)C(c1cccs1)N(C(=O)c1ccco1)c1ccc2c(c1)OCCO2 (stereo not given)	6.3	3.9	-3.5	-0.1	1.5	1.03	12.9	0.5	8.5
CC1=C(C(N)=O)C(c2cccs2)n2nc(-c3cccc(Cl)c3)nc2N1 (stereo not given)	2.1	10.4	-2.7	8.9	0.4	0.99	-17.0	3.1	1.7
CN(C(=O)c1ccncc1)c1nnc(-c2ccccn2)s1	-6.8	6.9	-2.8	1.7	-16.2	1.02	-1.8	10.0	0.5
CCN(C(=O)c1sc(N)c(C#N)c1C)C1CCCCC1	14.4	23.6	4.4	4.3	-9.4	1.04	0.8	3.9	3.1
COC(=O)CNC(=O)COC(=O)C(Cc1ccccc1)NC(=O)c1ccco1 (stereo not given)	7.7	-5.2	17.3	17.2	4.5	0.98	2.0	-7.2	10.5
Cn1c(=O)[nH]c(=O)c2c1nc(NCc1ccccc1)n2CC(O)c1ccccc1 (stereo not given)	0.9	-9.6	2.5	-4.6	4.3	0.98	2.9	-9.2	1.8
N#CCSc1nnc(COc2ccc3ccccc3c2)o1	24.2	-12.6	4.4	-1.4	3.9	0.99	3.1	-2.5	11.3
COc1ccc(-c2cn[nH]c2N)c(OC)c1	3.0	24.8	-3.4	-4.4	3.3	1.02	-11.2	10.3	0.8

Screens: PubChem, several laboratories
